Screens: PubChem BioAssay, National Center for Advancing Translational Sciences (NCATS)
D2 PAM – D2 dopamine receptor (human) potentiation; P14416; HEK293 T-REx D2, calcium flux, EC20 dopamine potentiation; potentiation, % at 10 µM; 340,000 tested, 0.34% active; AID 485347;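 active = potentiation over 3 SD above the plate norm, cut at about 30% in these data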; note: 0% is about no effect
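Potentiation of an EC20 dopamine calcium response is measured in a force-coupled, tetracycline-inducible Hek293 Trex D2 line. Compound-only kinetic reads over 180 s flag agonists before dopamine addition.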
D1 ag – activates the human D1 dopamine receptor. activation, % at 2 µM. 360,000 tested, 1% active. P21728. AID 504660. HEK293 T-REx D1 cells, calcium flux, agonist mode; in the data active = activation above about 30%; note: 0% is about no effect
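Tetracycline-induced HEK293 TREx D1 cells, force-coupled to calcium signalling, were dye-loaded with a no-wash calcium kit. Compound was pin-added after a 10 s baseline. Fluorescence was read kinetically at 1 cycle/s for 180 s, with calcium rises flagged as agonism.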
TRHR enhancer – allosterically enhances the human TRH receptor. 360,000 tested, 0.66% active. TRHR cells, fluo-8 calcium fluorescence, EC20 TRH enhancement. AID 493056. enhancement, % at 2 µM. P34981; in the data active = enhancement above about 30%; note: 0% is about no effect
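Enhancer read-out: after compound pinning and an initial kinetic agonist-mode read, an EC20 of TRH (10 nM final) was injected and fluo-8 calcium signal (Ex 480/Em 530) followed at 1 s/cycle for 100 cycles in TRHR-expressing cells.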
TRHR agonist – TRH receptor (human) agonism; P34981; TRHR cells, calcium flux fluo-8, FDSS agonist mode; activation, % at 2 µM; 360,000 tested, 0.18% active; in the data active = activation above about 30%; note: 0% is about no effect
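TRHR-expressing cells, plated overnight in medium with 10% serum, were loaded with fluo-8 calcium dye at room temperature. After a 10 s baseline, library compound was pin-added and calcium release was recorded kinetically (ex 480/em 530) as agonist response.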
D1 antag – antagonists of human D1 dopamine receptor. activity change, negative = inhibition, % at 10 µM. P21728. 360,000 tested, 3.2% active. AID 504652. HEK293 TREx D1 cells, calcium flux, dopamine EC80; active compounds read low; in the data active = activity change below about -30%; note: % is set by controls: 0 for no effect and ±100 for the full control effect
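HEK293 T-REx cells expressing inducible, force-coupled D1 receptor; no-wash Ca dye, 30–90 min RT. Cmpd → 180 s read at 1 Hz → EC80 DA → 180 s read.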
RXFP1 antagonist – blocks the human relaxin receptor RXFP1 | activity change, negative = inhibition, % at 57.5 µM | 350,000 tested, 0.59% active | HEK293-RXFP1, relaxin-stimulated cAMP HTRF, 30 min; active compounds read low;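 active = activity change of -60% or lower, but not beyond a set lower limit; inconclusive = change between -60% and -40%, or beyond the set limit; inactive = change above -40%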; note: % is set by controls: 0 for no effect and ±100 for the full control effect
Target sequence (Q9HBX9 whole entry, looked up): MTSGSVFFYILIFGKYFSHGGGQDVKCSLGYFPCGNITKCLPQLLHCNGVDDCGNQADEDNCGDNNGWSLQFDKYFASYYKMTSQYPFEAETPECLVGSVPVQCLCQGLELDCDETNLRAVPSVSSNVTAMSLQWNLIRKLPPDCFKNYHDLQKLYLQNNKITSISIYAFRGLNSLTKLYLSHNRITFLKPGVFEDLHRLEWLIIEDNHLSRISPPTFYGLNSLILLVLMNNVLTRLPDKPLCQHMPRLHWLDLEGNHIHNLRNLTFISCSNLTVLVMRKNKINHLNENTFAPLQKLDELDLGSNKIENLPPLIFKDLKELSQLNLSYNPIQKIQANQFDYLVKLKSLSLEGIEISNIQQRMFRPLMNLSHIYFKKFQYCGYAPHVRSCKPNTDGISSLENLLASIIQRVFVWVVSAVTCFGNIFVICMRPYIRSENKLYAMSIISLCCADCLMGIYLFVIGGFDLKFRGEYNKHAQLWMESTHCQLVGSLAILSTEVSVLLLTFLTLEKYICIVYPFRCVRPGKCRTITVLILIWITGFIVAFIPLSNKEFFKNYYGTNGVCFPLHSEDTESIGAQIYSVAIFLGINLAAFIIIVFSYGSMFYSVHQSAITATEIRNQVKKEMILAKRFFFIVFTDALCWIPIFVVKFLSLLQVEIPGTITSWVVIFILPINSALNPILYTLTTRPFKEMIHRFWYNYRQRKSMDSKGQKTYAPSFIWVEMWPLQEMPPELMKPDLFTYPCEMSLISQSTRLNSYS
Apoferritin bind – candidate novel general anesthetic via apoferritin binding; Potency, µM (top dose mostly 77.5 µM), inactives show top-dose activity change, negative = displacement, usual class: inhibitors; AID 485281; 350,000 tested, 0.074% active; P02791; apoferritin/1-aminoanthracene competitive binding, fluorescence; note: potency is the fitted concentration of half-maximal effect; % is set by controls: 0 for no effect and ±100 for the full control effect; nearly all actives have a fitted effect of over 20% in size
Target sequence (P02791 2-175 limits assumed): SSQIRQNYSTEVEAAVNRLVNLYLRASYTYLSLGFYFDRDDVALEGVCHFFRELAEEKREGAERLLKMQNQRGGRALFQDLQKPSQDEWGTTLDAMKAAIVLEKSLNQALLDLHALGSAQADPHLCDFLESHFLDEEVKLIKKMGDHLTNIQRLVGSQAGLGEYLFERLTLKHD
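Horse-spleen apoferritin (10 uM) in 50% saturated 1-aminoanthracene in PBS was incubated 10 min at room temperature with compound. Fluorescence (ex 380, em 535 nm) was normalized to free and bound 1-AMA, with concentration-response fitted by a four-parameter Hill equation.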
D1 PAM – enhances dopamine response at the human D1 receptor. P21728. HEK293 TREx D1 cells, calcium flux, dopamine EC20 potentiation. potentiation, % at 10 µM. 360,000 tested, 0.036% active. AID 504651; in the data active = potentiation above about 30%; note: 0% is about no effect
RXFP1 ag – activates the human relaxin receptor RXFP1; Q9HBX9; 370,000 tested, 0.3% active; Potency, µM (highest dose often 57.5 µM), inactives show top-dose activation, usual class: activators; HEK293T-RXFP1 cAMP TR-FRET, 30 min; response scale: percent of porcine relaxin response, buffer zero; AID 2676; note: potency is the fitted concentration of half-maximal effect; % is set by controls: 0 for no effect and ±100 for the full control effect; nearly all actives have a fitted effect of over 60% in size; many of its hits are not listed in these tables
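Agonist response is measured as cAMP accumulation in an RXFP1-transfected HEK293T line under PDE4 inhibition. Values are scaled between buffer-only and 29 nM porcine relaxin, and EC50s come from standard Hill equation fits.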
* = called active by the depositor; ? = inconclusive; / = no result given; & = joins results of further samples; [ ] = dose if it differs, or a comment. Unless noted, calls come from the whole dose curve; as a rule, active = well fitted curve in the direction sought with a large enough effect; inconclusive = small, poorly fitted or top-dose-only effect, or another doubt; inactive = no such curve, though single readings can be large; an effect the other way counts as inactive or inconclusive.

SMILES	D2 PAM	D1 ag	TRHR enhancer	TRHR agonist	D1 antag	RXFP1 antagonist	Apoferritin bind	D1 PAM	RXFP1 ag
CCc1nnc(NC(=O)CSc2nccn2-c2ccccc2)s1	/	3	-1	-0.4	-1	-3	-3%	-3	3.2%
COc1cccc(CNC(=O)Cc2c(C(=O)O)c(C)cn2C)c1	5	3	1	0.0	36	-7	4%	3	1.5%
COc1ccc(N(C)S(=O)(=O)c2cccc(C(=O)Nc3nc4ccccc4[nH]3)c2)cc1	-1	0	-2	0.4	-12	-38	-7%	-8	3.7%
Cc1ccccc1NC(=O)CCN1CCN(CCO)CC1	5	4	-6	0.8	-6	2	-3%	3	0.3%
CCC(=O)Nc1ccccc1-c1nc2ccccc2n(CC(=O)Nc2ccccc2OC)c1=O	2	0	1	0.1	3	-9	-3%	0	-4.4%
Cc1nc(Cl)c(C(=O)NCCc2ccccc2)c(C)c1[N+](=O)[O-]	-3	3	0	0.2	10	13	-2%	-5	-3.1%
COc1ccc(C(C2C(=O)CC(C)(C)CC2=O)C2C(=O)CC(C)(C)CC2=O)cc1CO	5	3	16	0.5	-10	-5	7%	6	-0.8%
Cc1ccc2c(c1)c1c(n2CC(O)Cn2ccnc2C)C(=O)CCC1 (stereo not drawn)	/	-1	2	-0.2	-1	4	13%	-5	-3.1%
Cc1ccc(-c2nn3c(-c4ccco4)nnc3c3ccccc23)cc1S(=O)(=O)N1CCOCC1	-8	4	0	0.1	-8	/	-7%	4	6.8%
CN(NC(=O)c1ccccc1F)c1ncccc1[N+](=O)[O-]	4	0	4	0.2	-19	-2	-13%	-2	-0.3%
Cc1nc(SCC(=O)NC2CCCC2)[nH]c(=O)c1Cc1ccccc1	2	1	0	-0.1	-13	7	-10%	-4	0.6%
CCC(=O)Oc1ccc2c(C)c(Cl)c(=O)oc2c1	-3	1	3	-0.2	3	4	325%[activator]	2	7.7%
COc1ccc(CC2(CO)CCN(S(=O)(=O)c3cccc4cccnc34)CC2)cc1	0	5	0	-0.2	-22	-1	-17%	-6	0.5%
O=C(CNS(=O)(=O)c1c(Cl)cccc1Cl)OCC(=O)N1CCN(c2ccccc2)CC1	0	6	9	-0.4	-11	-8	-11%	1	-1.4%
Cc1ccc2[nH]c3c(=O)n(CC(=O)NCCc4ccc(Cl)cc4)ncc3c2c1	11&2	3&0	0&-4	1.8&0.7	4&-11	-12&-1	0%&-5%	1&2	5.9%&-0.5%
COc1ccc(CC(=O)NCc2ccc3c(c2)CCN3C(C)=O)cc1	3	1	-3	0.1	-4	0	-15%	-2	3.5%
CCOC(=O)C1CCN(Cc2nc(-c3ccc(OC)c(OC)c3)no2)CC1	3	0	-6	-0.1	-8	-7	-5%	-1	0.9%
COc1ccc(NC(=O)c2oc3ccccc3c2C)c(OC)c1	/	3	-5	-0.1	-8	-3	-8%	1	1.1%
O=C(Nc1ccc([N+](=O)[O-])cc1Br)c1cc2ccccc2nc1Cl	1	5	0	-0.6	-25	25	33%[activator]	-8	1.7%
O=C(Nc1ccc(F)c(F)c1)c1ccc(-n2cncn2)c([N+](=O)[O-])c1	-7	5	0	0.1	-23	-10	/	-10	0.8%
Nc1[nH]n2c(=O)c3c(nc2c1N=Nc1ccccc1)CCCC3	-5	1	-5	2.0	-13	-8	?	4	0.9%
Cc1cccc(Cn2cc(S(=O)(=O)c3cccc(C)c3)c(=O)c3cc(F)c(N4CCOCC4)cc32)c1	2	1	2	0.1	-11	-25	-10%	-1	4.1%
Cn1cccc1CC(=O)N/N=C\c1cccs1	1	2	14	0.1	1	/	-15%	-1	-1.5%
C=CCNC(=O)c1onc(CSc2ccccc2F)c1C(=O)O	4	27	6	-0.2	21	/	-4%	1	-0.6%
Cc1ccc(NC(=O)CSc2n[nH]c(-c3ccc(F)cc3)n2)cc1F	10	5	2	0.3	-11	-4	-5%	-3	-0.2%
Continuation.
SMILES	D2 PAM	D1 ag	TRHR enhancer	TRHR agonist	D1 antag	RXFP1 antagonist	Apoferritin bind	D1 PAM	RXFP1 ag
Cc1cnc(NC(=O)C2CC(=O)N(c3cccc(Cl)c3)C2)s1 (stereo not drawn)	-1	9	-6	0.5	-19	-3	-3%	-1	0.0%
Cc1ccc(NC(=O)CCn2nnc3ccccc32)cc1	-11	1	-3	0.1	-5	-6	-9%	2	0.0%
Nc1nc(N)c2ncc(C(=O)CCc3ccccc3)nc2n1	16	1	2	-0.6	26	-12	25%	9	7.0%
COc1cccc(OC)c1OCCN1CCCC1	-11	5	-2	0.0	-16	6	-8%	0	0.7%
COc1ccccc1NC(=O)/C=C/c1ccc2c(c1)OCO2	-12	0	-4	-0.1	7	4	-12%	-4	-0.5%
Cn1c(SCC(=O)Nc2ccccc2F)nc2c(c1=O)SCC2	-2	7	-1	-0.4	-18	-30	-13%	-3	3.3%
COC(=O)CCNC(=O)c1ccc2nc(Cc3ccc(OC)c(OC)c3)oc2c1	8	-2	-7	0.6	-3	-7	-7%	-4	-2.0%
O=C(NCC(=O)N(c1ccccc1)C(C(=O)NC1CCCC1)c1cccnc1)c1cccs1 (stereo not drawn)	4	4	-2	-0.2	7	-6	-14%	-3	0.4%
COc1cc(C(=O)NCC(c2cccs2)S(=O)(=O)c2cccs2)cc(OC)c1OC (stereo not drawn)	-3	0	-4	-0.5	/	/	-5%	-1	-0.3%
CCOc1ccc(-c2nc(SCC(=O)NC3CCCC3)c(-c3ccccc3)[nH]2)cc1OC	2	0	2	-1.1	1	-26	-20%	-2	-1.3%
Cc1cc(C)c(NC(=O)CSc2nc(COc3ccccc3)nc3ccccc23)c(C)c1	/	5	-3	-0.7	4	-4	-11%	0	11%
Cc1cc(NC(=O)c2ccco2)c(=O)n(Cc2c(F)cccc2Cl)c1	-1	0	-4	0.0	-5	5	0%	-4	4.1%
Cc1ccc(-c2nc(S(=O)(=O)c3ccc(C)cc3)c(N3CCCCC3)o2)cc1	-3	0	4	-1.1	6	/	4%	0	0.2%
CCCn1c(=O)c2ccccc2n2c(SCCNCCO)nnc12	/	0	-3	-1.8	-3	4	9%	0	3.5%
CCOC(=O)c1cc2c(=O)n3ccccc3nc2n(CC2CCCO2)c1=NC(=O)c1cc(C)cc(C)c1 (stereo not drawn)	2	-1	-5	-0.5	-13	/	2%	0	3.9%
CN(C(=S)NC(=O)c1ccccc1Br)C1CCCCC1	-9	5	-3	1.6	1	12	-19%	2	0.0%
O=C(COC(=O)c1ccc(CO)cc1)Nc1ccc(OC(F)F)cc1	-7	4	6	-0.7	2	-9	-2%	8	-2.3%
CC(C)C(=O)Nc1cc(=O)[nH]c2ncnn12	-7	2	4	0.1	-6	-9	-12%	4	1.9%
N#CC1=C(N)Oc2n[nH]c(-c3cccs3)c2C1c1cccs1 (stereo not drawn)	4	3	-6	0.4	9	-1	-17%	0	0.4%
O=C1CCCN1CCC1CCN(C2CC(=O)N(Cc3ccc(N4CCCC4=O)cc3)C2=O)CC1 (stereo not drawn)	20	2	-2	-0.1	7	4	-5%	2	2.4%
COc1ccc(N(C(=O)Cn2nnc(-c3ccc(Cl)cc3)n2)C(C(=O)NCC2CCCO2)c2ccc(C)cc2)cc1 (stereo not drawn)	1	1	-1	0.4	-11	-15	-5%	1	-0.7%
CC1CN(C(=S)NC(=O)c2ccc(Cl)cc2)CC(C)O1 (stereo not drawn)	16	-1	2	-0.4	5	3	-5%	2	-0.1%
CC(C)Oc1ccc(C2CC(=O)N(c3ccc(N(C)C)cc3)C2=O)cc1 (stereo not drawn)	-6	2	-6	0.5	5	-10	-7%	-4	-1.5%
CCOC(=O)C1=C(C)N(CCCC(=O)O)C(=O)NC1c1ccc(OC)cc1 (stereo not drawn)	4	-3	1	0.6	6	/	-5%	5	0.1%

Reformatted with two lines to a compound: 12 of the compounds above
Sequence of screens: D2 PAM | D1 ag | TRHR enhancer | TRHR agonist | D1 antag | RXFP1 antagonist | Apoferritin bind | D1 PAM | RXFP1 ag
- Cc1ccc(-c2nc(S(=O)(=O)c3ccc(C)cc3)c(N3CCCCC3)o2)cc1
    -3 | 0 | 4 | -1.1 | 6 | / | 4% | 0 | 0.2%
- CCCn1c(=O)c2ccccc2n2c(SCCNCCO)nnc12
    / | 0 | -3 | -1.8 | -3 | 4 | 9% | 0 | 3.5%
- CCOC(=O)c1cc2c(=O)n3ccccc3nc2n(CC2CCCO2)c1=NC(=O)c1cc(C)cc(C)c1 (stereo not drawn)
    2 | -1 | -5 | -0.5 | -13 | / | 2% | 0 | 3.9%
- CN(C(=S)NC(=O)c1ccccc1Br)C1CCCCC1
    -9 | 5 | -3 | 1.6 | 1 | 12 | -19% | 2 | 0.0%
- O=C(COC(=O)c1ccc(CO)cc1)Nc1ccc(OC(F)F)cc1
    -7 | 4 | 6 | -0.7 | 2 | -9 | -2% | 8 | -2.3%
- CC(C)C(=O)Nc1cc(=O)[nH]c2ncnn12
    -7 | 2 | 4 | 0.1 | -6 | -9 | -12% | 4 | 1.9%
- N#CC1=C(N)Oc2n[nH]c(-c3cccs3)c2C1c1cccs1 (stereo not drawn)
    4 | 3 | -6 | 0.4 | 9 | -1 | -17% | 0 | 0.4%
- O=C1CCCN1CCC1CCN(C2CC(=O)N(Cc3ccc(N4CCCC4=O)cc3)C2=O)CC1 (stereo not drawn)
    20 | 2 | -2 | -0.1 | 7 | 4 | -5% | 2 | 2.4%
- COc1ccc(N(C(=O)Cn2nnc(-c3ccc(Cl)cc3)n2)C(C(=O)NCC2CCCO2)c2ccc(C)cc2)cc1 (stereo not drawn)
    1 | 1 | -1 | 0.4 | -11 | -15 | -5% | 1 | -0.7%
- CC1CN(C(=S)NC(=O)c2ccc(Cl)cc2)CC(C)O1 (stereo not drawn)
    16 | -1 | 2 | -0.4 | 5 | 3 | -5% | 2 | -0.1%
- CC(C)Oc1ccc(C2CC(=O)N(c3ccc(N(C)C)cc3)C2=O)cc1 (stereo not drawn)
    -6 | 2 | -6 | 0.5 | 5 | -10 | -7% | -4 | -1.5%
- CCOC(=O)C1=C(C)N(CCCC(=O)O)C(=O)NC1c1ccc(OC)cc1 (stereo not drawn)
    4 | -3 | 1 | 0.6 | 6 | / | -5% | 5 | 0.1%

Only part of the results is shown; rates above refer to the full screens.
